# Ub-GFP proteasome: Ubiquitin-GFP Assay. Potency, µM (highest dose often 45.9 µM), for the others: top-dose activation (GFP accumulation), usual class: activators. Ubiquitin-GFP reporter cells, proteasome inhibition, GFP fluorescence; response scale: untreated = 0%, 10 µM MG-132 = 100%. 67,000 tested, under 10 active; active means well fitted activation curve with a large enough effect, not every such curve was filed as active; inconclusive means small, poorly fitted or top-dose-only effect, or another doubt; inactive means no such curve, though single readings can be large or run the other way; further: potency means the concentration at half of the fitted maximal effect
#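 U2OS Ub(G76V)-GFP reporter; O/N plating, 0.5% FBS; cpd 46 uM–2.9 nM, 4 h, 37 °C; GFP+ cell count, 488/515 nm; norm. to basal vs 10 uM MG-132; CRC fit.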
# Rhodamine autofl: qHTS Assay for Spectroscopic Profiling in Rhodamine Spectral Region. Rhodamine-region fluorescence, 547/598 nm, Tris buffer; active compounds read high. max dye-equivalent concentration, M. hit rate 0.05% among 59,000; in the data active means max dye-equivalent concentration above about 11 nM; inconclusive means between about 1.1 nM and that limit
#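 Steps: pin-transfer compounds into pH 8.0 Tris (100 mM), hold 15 min at room temperature, image with a 547/598 nm filter pair, and convert intensities to rhodamine-equivalent concentration using a six-point on-plate rhodamine series.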
# Epigenetic mod: qHTS Assay for Epigenetic Modulators; mouse C127i GFP locus derepression, cytometry, 30 h; Potency, µM (titrated, usually from 46.1 µM), for inactives: at the top dose GFP derepression (activation); hit rate 0.09% among 68,000; further: % of control where 0% means no effect
#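 Read-out is the number of GFP-positive cells, scored as fluorescent objects 20 to 120 um wide, reflecting derepression of a silenced CMV-GFP reporter in murine C127i cells after 30 h compound exposure at 37 C.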
# Pol III holo inh: qHTS Assay for Inhibitors of DNA Polymerase III Holoenzyme System | reconstituted DNA polymerase III holoenzyme replication, biochemical | Potency, µM (highest dose often 57.1 µM), inactives show at the top dose activity change, negative = inhibition | AID 603, 2007 | hit rate 0.25% among 71,000; further: potency means the concentration at half of the fitted maximal effect; on the % scale 0 is the no-effect control and ±100 the full control effect
#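 Reconstituted *E. coli* holoenzyme (0.35 nM Pol III, 1 nM beta, 154 nM SSB, 2 nM primase) was preincubated with compound for 15 min at RT. Synthesis on 1.4 nM ssM13Gori ran 35 min, then was stopped with PicoGreen/EDTA and read as dsDNA fluorescence.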
# Hsp90 Hop PPI: qHTS Assay for Disrupters of an Hsp90 Co-Chaperone Interaction; hit rate 0.44% among 71,000; AlphaScreen TPR2A-His6 binding biotin-Hsp90 C-terminal peptide; Potency, µM (highest dose often 57 µM), for inactives: top-dose activity change, negative = inhibition; active means well fitted curve in either direction with a large enough effect; inconclusive means small, poorly fitted or top-dose-only effect, or another doubt; further: potency means the concentration at half of the fitted maximal effect; on the % scale 0 is the no-effect control and ±100 the full control effect; many of its hits are not listed in these tables
# 15-hLO inh: qHTS Assay for Inhibitors of 15-hLO (15-human lipoxygenase) | Potency, µM (series often up to 57.1 µM), inactives show top-dose activity change, negative = inhibition, actives largely listed as inhibitors | hit rate 1.4% among 74,000 | Polyunsaturated fatty acid lipoxygenase ALOX15 (Homo sapiens), P16050 | purified 15hLO-1, xylenol orange hydroperoxide absorbance; further: potency means the concentration at half of the fitted maximal effect; on the % scale 0 is the no-effect control and ±100 the full control effect; nearly all actives have a fitted effect of over 55% in size
# Target sequence (P16050 whole entry, looked up): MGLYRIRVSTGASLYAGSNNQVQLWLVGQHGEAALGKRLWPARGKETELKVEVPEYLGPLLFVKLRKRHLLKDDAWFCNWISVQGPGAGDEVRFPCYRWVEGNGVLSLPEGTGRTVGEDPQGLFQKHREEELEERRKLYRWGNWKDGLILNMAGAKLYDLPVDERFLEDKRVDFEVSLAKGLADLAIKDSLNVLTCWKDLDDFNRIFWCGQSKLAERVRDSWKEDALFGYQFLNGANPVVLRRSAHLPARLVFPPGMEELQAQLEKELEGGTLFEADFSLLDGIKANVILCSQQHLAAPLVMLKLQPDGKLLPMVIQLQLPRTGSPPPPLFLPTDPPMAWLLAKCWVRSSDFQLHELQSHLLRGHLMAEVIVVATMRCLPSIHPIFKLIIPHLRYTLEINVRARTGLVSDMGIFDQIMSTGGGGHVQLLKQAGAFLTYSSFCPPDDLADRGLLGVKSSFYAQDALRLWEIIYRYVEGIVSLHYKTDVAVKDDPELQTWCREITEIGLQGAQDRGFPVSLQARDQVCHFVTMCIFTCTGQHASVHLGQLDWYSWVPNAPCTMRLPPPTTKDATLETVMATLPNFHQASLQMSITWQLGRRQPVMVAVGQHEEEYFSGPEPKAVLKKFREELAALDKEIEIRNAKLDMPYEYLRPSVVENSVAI
#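 Purified human 15hLO-1 (40 nM final) in 25 mM Hepes pH 7.5, 0.01% Triton X-100 was preincubated with compound 15 min at room temperature, then reacted 6 min with 50 uM arachidonic acid; hydroperoxide detected by Fe-XO, 573/405 nm absorbance ratio.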
# 4-MU autofl: qHTS Assay for Spectroscopic Profiling in 4-MU Spectral Region. compound autofluorescence, 340/450 nm, 4-MU equivalents; active compounds read high. max dye-equivalent concentration, M. hit rate 11% among 59,000. AID 589, 2007; in the data active means max dye-equivalent concentration above about 10 nM; inconclusive means mostly about 1.1 nM to 9.6 nM
#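 Compounds in 100 mM Tris, pH 8.0, sat 15 min at room temperature before fluorescence was read at 340 nm excitation/450 nm emission; a per-plate six-point 4-MU standard curve converted signals to dye-equivalent concentration at each compound concentration.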
# Fluorescein fluor: qHTS Assay for Spectroscopic Profiling in Fluorescein Spectral Region; hit rate 0.91% among 59,000; Compound autofluorescence, 480/540 nm, fluorescein-equivalent; active compounds read high; max fluorescein-equivalent concentration, M; in the data active means max fluorescein-equivalent concentration above about 10 nM; inconclusive means between about 1.1 nM and that limit
#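 First, buffer (100 mM Tris, pH 8.0) dispensed; second, compounds and fluorescein standards pinned in; third, 15 min room-temperature incubation; finally, imaging at ex 480 nm/em 540 nm. Fluorescence normalized against the six-point fluorescein curve.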
# HADH2 inh: qHTS Assay for Inhibitors of HADH2 (Hydroxyacyl-Coenzyme A Dehydrogenase, Type II); recombinant HADH2, NADH fluorescence, beta-hydroxybutyryl-CoA; Potency, µM (titrated, usually from 57.1 µM), inactives show at the highest dose activity change, negative = inhibition, most hits filed as inhibitors; hit rate 3.4% among 73,000; 3-hydroxyacyl-CoA dehydrogenase type-2 (Homo sapiens), Q99714; further: potency means the concentration at half of the fitted maximal effect; on the % scale 0 is the no-effect control and ±100 the full control effect; nearly all actives have a fitted effect of over 60% in size; many of its hits are not listed in these tables
# Target sequence (Q99714 whole entry, looked up, one chain of several): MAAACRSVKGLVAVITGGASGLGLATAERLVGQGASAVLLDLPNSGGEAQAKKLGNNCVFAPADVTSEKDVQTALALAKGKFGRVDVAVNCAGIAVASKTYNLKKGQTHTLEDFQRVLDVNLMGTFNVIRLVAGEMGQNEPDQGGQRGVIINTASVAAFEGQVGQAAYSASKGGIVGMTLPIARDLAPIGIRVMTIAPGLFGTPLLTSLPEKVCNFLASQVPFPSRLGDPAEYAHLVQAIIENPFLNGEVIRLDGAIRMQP
#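 20 nM HADH2 + cpd, 15 min RT; add 1 mM NAD+/90 uM beta-hydroxybutyryl-CoA; kinetic fluorescence 360/450 nm, 4 min. Tris-HCl pH 9.0, 0.01% Tween-20.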
# HBB splicing: qHTS Assay for Modulators of Hemoglobin Beta Chain Splicing; HBB splicing reporter cell assay, activation; EGFP reporter with mutant IVS2-654 intron; response scale: normalised to 500 nM splice-correcting PNA; Potency, µM (series often up to 46.1 µM), inactives show at the highest dose activation, actives largely listed as activators; hit rate 0.06% among 65,000; further: potency means the concentration at half of the fitted maximal effect; 0% is about no effect
#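 Compounds were applied for 2 days to HeLa EGFP-654 cells, 500/well in Optimem with 2% FCS. The reporter's EGFP is disrupted by mis-splicing of beta-globin intron IVS2-654. Readout: summed well GFP fluorescence from 488 nm laser scanning; reference was 500 nM antisense […] 654 PNA.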
# TexasRed autofl: qHTS Assay for Spectroscopic Profiling in Texas Red Spectral Region; Compound fluorescence, Texas Red channel, 547/618 nm; active compounds read high; max dye-equivalent concentration, M; hit rate 0.06% among 59,000; in the data active means max dye-equivalent concentration above about 10 nM; inconclusive means between about 1.1 nM and that limit
#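 Dye-equivalent concentrations come from scaling compound signal (ex 547, em 618 nm) to six Texas Red standard concentrations run on every plate, after 15 min room-temperature incubation in pH 8.0 Tris (100 mM).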
# * hit, by the source's call; i = inactive; ? = inconclusive; / = no result given; [ ] = dose if it differs, or a comment. Unless noted, the call rests on the fitted dose curve; in most records, active means well fitted curve in the direction sought with a large enough effect; inconclusive means small, poorly fitted or top-dose-only effect, or another doubt; inactive means no such curve, though single readings can be large; an effect the other way counts as inactive or inconclusive.
SMILES,Ub-GFP proteasome,Rhodamine autofl,Epigenetic mod,Pol III holo inh,Hsp90 Hop PPI,15-hLO inh,4-MU autofl,Fluorescein fluor,HADH2 inh,HBB splicing,TexasRed autofl
Cc1cccc(-n2c(N)c(C(=O)N3CCN(C)CC3)sc2=S)c1,-7%,i,-2%,-3%,-1%,-25%,i,i,0.63µM*,0.0%[57.5 µM],i
CCCc1ccc(OCCNC(=O)CC)cc1,-8%,i,0%,-3%,2%,18%,i,i,7%,1.1%,?
CCOC(=O)c1c(NC(C)=O)no[n+]1[O-],1%,i,-3%,-8%,-5%,1%,i,?,-6%,-4.1%,?
COc1ccc2nc(NC(=O)CN3CCN(C)CC3)sc2c1,-1%,i,-1%,5%,-3%,-6%,i,?,10%,-0.7%,i
Cc1cc(C(=O)CSc2nnc(NCc3ccccc3)s2)c(C)n1C,5%,i,0%,7%,-17%,-4%,i,i,-12%,0.2%[57.5 µM],i
Cc1cc(Cl)ccc1OCC(=O)Nn1c(C)ccc1C,-6%,i,3%,5%,-5%,-2%,i,i,-2%,-0.1%,?
COc1ccc(NC(=O)N2CC[C@@]3(CCCN(S(C)(=O)=O)C3)C2)cc1,-9%,i,-2%[9.22 µM],0%,-1%,-1%,i,?,-7%,2.1%,i
Cn1c(NCCCN2CCOCC2)nc2c1c(=O)n(Cc1ccc(Cl)cc1Cl)c(=O)n2C,14%,i,-2%,-2%,-9%,0%,i,i,17%,3.5%[1.84 µM],i
Cc1ccc(-n2nnc3c(=O)n(CC(=O)NCC4CCCO4)cnc32)cc1 (stereo unspecified),26%,i,0%,3%,1%,5%,i,i,1%,-0.8%,i
FC(F)(F)c1cc(-c2ccc3c(c2)OCO3)nc(NCc2ccco2)n1,1%,i,-2%,-9%,16%,20µM*,3.2e-08M*,?,?,7.2%,i
CCCCCC(=O)Nc1ccc(N2CCN(C(=O)c3ccccc3)CC2)cc1,-5%,i,0%,-7%,-10%,-11%,i,?,-1%,0.6%,i
CC(C)c1ccccc1N=C1SCCN1C1CCS(=O)(=O)C1 (stereo unspecified),-3%,i,1%,0%,1%,-6%,i,i,13%,0.0%[57.5 µM],i
COc1cccc(OC)c1OCCN1CCN(C(=O)c2ccco2)CC1,/,i,3%[20.6 µM],/,/,/,i,i,/,/,i
CSc1nc(N)nc(SCC(=O)CC(=O)OC(C)C)c1C#N,/,i,0%[20.6 µM],/,/,/,i,i,/,/,i
Cn1c(=O)n(CCc2ccccc2)c(=O)c2c1ncn2Cc1ccccc1,/,i,3%[20.6 µM],/,/,/,i,?,/,/,i
COc1cc(C(=O)Nc2ccc(-n3cnnn3)c(C)c2)cc(OC)c1OC,0%,i,2%,-5%,0%,1%,i,i,-5%,/,i
CC1CCN(S(=O)(=O)c2ccc(S(=O)(=O)NCC(=O)C(C)(C)C)cc2)CC1,0%,i,-3%,-8%,-2%,3%,i,?,-2%,-0.3%[57.5 µM],i
O=C(O)CCC/C=C\C[C@H]1[C@@H](/C=C\[C@@H](O)C2Cc3ccccc3C2)[C@H](F)C[C@H]1O,-2%,i,0%,-2%,-4%,/,?,i,-10%,1.7%,i
COc1ccc2[nH]cc(CCNc3ncncc3-c3ccccc3OC)c2c1,0%,i,-1%[9.22 µM],-5%,-15%,-17%,i,i,?,-0.2%,i
NC(=O)c1nsnc1-c1ccccc1O,-6%,i,0%,1%,5%,4%,i,i,-4%,-3.3%,i
CC(C)N=C(NC#N)SCC(=O)NC(C)(C)C,0%,i,-4%,-5%,-2%,8%,i,i,3%,3.6%[57.5 µM],?
CCOC(=O)Cc1cn2c(=O)cc(CSCC(=O)Nc3ccc(C)c(C)c3)nc2s1,-1%,i,3%,-2%,-1%,2%,?,?,2%,-0.2%[57.5 µM],i
CCOc1ccc(S(=O)(=O)Nc2ccccc2C(=O)NCC2CCCO2)cc1 (stereo unspecified),-4%,/,2%,-4%,-1%,0%,/,/,20µM*,0.3%,/
CS(=O)(=O)c1ncc(Cl)c(C(=O)Nc2ccc(N3CCOCC3)cc2)n1,-4%,i,0%,-8%,-10%,-4%,i,i,-2%,-0.7%,?
Cn1cccc1C(=O)OCc1cc(Cl)cc2c1OCOC2,-4%,i,1%,-1%,8%,-14%,i,i,-9%,-0.3%[57.5 µM],i
FC(F)(F)c1cnc(Nc2ccc(N3CCOCC3)cc2)c(Cl)c1,-1%,i,-2%,-13%,-24%,-5%,i,i,3%,-0.3%[57.5 µM],i
O=C(CS(=O)(=O)Cc1ccccc1)Nc1nc2c(s1)CCCC2,-2%,i,7%,0%,-4%,3%,i,?,0%,-0.8%,i
Nc1nc2n(n1)C(c1ccco1)CC(c1ccccc1)N2 (stereo unspecified),-2%,i,2%,-2%,-2%,20%,?,i,0%,-1.9%[0.369 µM],i
CC(C)(C)c1ccc(-c2nc(C#N)c(NCc3ccncc3)o2)cc1,/,i,2%,-11%,-24%,5%,i,i,?,0.7%[0.369 µM],i
CCc1nc(SCC(=O)Nc2cc(C)on2)n[nH]1,-4%,i,-1%,5%,1%,0%,i,i,-1%,0.4%,i
COc1ccccc1-c1c(C)oc2c(CN3CCN(CCO)CC3)c(O)ccc2c1=O,10%,i,-2%,3%,-3%,2%,1.1e-06M*,i,25µM*,-0.6%[1.84 µM],i
O=C(NCCc1ccccc1)c1c(O)c2cccc3c2n(c1=O)CC3,5%,i,0%,5%,1%,-29%,1.2e-08M*,i,16%,/,i
COC(=O)[C@H](CC(C)C)NC(=O)Nc1ccc2c(c1)OCCO2,6%,i,0%,2%,-2%,13%,?,?,6%,-3.0%[0.369 µM],i
O=C(O)c1ccnc(C(=O)O)c1,/,i,2%[20.6 µM],/,/,/,i,i,/,/,i
NC(=O)CNC(=O)C1CCCc2c1[nH]c1ccc(Cl)cc21 (stereo unspecified),2%,i,3%,0%,-3%,?,1.8e-08M*,?,-3%,-1.0%,i
COc1ccccc1-c1nc(NCCc2cnc[nH]2)c2ccccc2n1,3%,i,0%[9.22 µM],-15%,3%,20%,i,i,-2%,1.8%,?
Cc1n[nH]c(C)c1S(=O)(=O)N1CCc2ccccc21,-6%,i,4%,-4%,-5%,-5%,i,i,-4%,6.1%[0.369 µM],i
CC(C)C(NC(=O)c1cccc(S(=O)(=O)N2CCOCC2)c1)C(=O)NCCc1ccccn1 (stereo unspecified),1%,i,3%,1%,0%,7%,i,?,2%,-0.4%[57.5 µM],i
COc1ccc(C2NCCC3(O)CCCCC23)c(OC)c1OC (stereo unspecified),-2%,i,-1%,-3%,2%,-16%,i,i,4%,/,i
Cc1c(NC(=O)C(C)OC(=O)COc2cccc3c2OC(C)(C)C3)c(=O)n(-c2ccccc2)n1C (stereo unspecified),0%,i,-2%,0%,-1%,6%,i,i,15%,0.1%[57.5 µM],?
O=C(CN1C(=O)COc2ccccc21)NCCN1CCc2ccccc2C1,0%,i,-2%,4%,-1%,5%,i,?,-3%,1.2%,i
O=S(Cc1ccc(Cl)cc1)CC(O)COCc1ccc(Cl)cc1 (stereo unspecified),3%,/,5%,-2%,-5%,6%,/,/,3%,-6.8%,/
Nc1ccc(C(=O)c2ccccc2C(=O)O)cc1Cl,1%,i,-5%,-2%,-1%,5%,i,i,0%,-1.0%,i
O=C(Cc1ccccc1)NCCSCc1ccco1,16%[9.17 µM],/,-3%,-3%[11.4 µM],-4%[11 µM],3%[11.4 µM],/,/,-5%[11.4 µM],-3.1%[0.0738 µM],/

# Compound activity deposited in PubChem BioAssay by National Center for Advancing Translational Sciences (NCATS).

# Not all compounds are listed (hit frequency here may not be typical).
